Screening data (PubChem)
All columns: NCI-60 one-dose screen, growth in % after 48 h at 10 µM unless noted; 100 = growth as untreated, 0 = no growth, -100 = all killed.
HCT-15: HCT-15 colon cancer | 5.2% of 82,000 active | AID 1794746
HT29: HT29 colon cancer; 7.4% of 81,000 active; AID 1794748
SW-620: SW-620 colon cancer. AID 1794795. 5.2% of 82,000 active
A498: A498 renal cancer cells; 5.4% of 76,000 active; AID 1794774
HCC-2998: HCC-2998 colon cancer. 4.7% of 79,000 active
HCT-116: HCT-116 colon cancer; AID 1794798; 7.3% of 82,000 active
SNB-75: SNB-75 CNS cancer. 5% of 79,000 active
COLO 205: COLO 205 colon cancer. AID 1794742. 7.3% of 79,000 active
KM12: KM12 colon cancer cells; 5% of 82,000 active; AID 1794800
Numbers without * were called inactive; & = joins results of further samples; ! = not active in a repeat. The calls were made as follows: active = growth percent below 10; inactive = the rest.

A first look (6 entries):
Screening C=C(C)[C@@H]1CC[C@]2(C(=O)NCC#CCN3CCN(C)CC3)CC[C@]3(C)[C@H](CC[C@@H]4[C@@]5(C)Cc6c([nH]c7ccccc67)C(C)(C)[C@@H]5CC[C@]43C)[C@@H]12 returned HCT-15 53, HT29 33, SW-620 47, HCC-2998 99, HCT-116 30, SNB-75 91, COLO 205 95 and KM12 88.
`COc1ccc2c(c1)N(CCO)C1=C(C(=O)OC1)C2c1ccccc1` (configuration not stated) gave HCT-15 22, HT29 1.7*, SW-620 14, A498 -5.5*, HCT-116 26, SNB-75 15, COLO 205 8.4* and KM12 17.
Cc1ccc2c(ccc3c[n+]4c5ccccc5ccc4n32)c1 was read as HCT-15 80, HT29 8.5*, SW-620 7.7*, A498 16, HCC-2998 -35*, HCT-116 7.2*, SNB-75 8.1*, COLO 205 -34* and KM12 -8.6*.
CC1(C)C(O)NC(Cl)=C(C#N)C1(C#N)C#N (configuration not stated) was read as HCT-15 153, HT29 101, SW-620 102, A498 103, HCC-2998 90, HCT-116 101, SNB-75 98, COLO 205 118 and KM12 112.
Screening Nc1cc(Nc2ccccc2)nc(N)n1 returned HCT-15 98, HT29 96, SW-620 112, A498 96, HCC-2998 110, HCT-116 97, SNB-75 95, COLO 205 105 and KM12 105.
`C#CCOc1cccc(Nc2ncnc3c2ncn3C2CCN(C(=O)CCl)C2)c1` (configuration not stated) gave HCT-15 1.6*, HT29 -68*, SW-620 -64*, A498 86, HCC-2998 -23*, HCT-116 1.3*, SNB-75 -3.7*, COLO 205 -72* and KM12 24.

The list itself (from the top)
Screening C=C(C)[C@@H]1CC[C@]2(C(=O)NCC#CCN3CCN(C)CC3)CC[C@]3(C)[C@H](CC[C@@H]4[C@@]5(C)Cc6c([nH]c7ccccc67)C(C)(C)[C@@H]5CC[C@]43C)[C@@H]12 returned HCT-15 53, HT29 33, SW-620 47, HCC-2998 99, HCT-116 30, SNB-75 91, COLO 205 95 and KM12 88.
`COc1ccc2c(c1)N(CCO)C1=C(C(=O)OC1)C2c1ccccc1` (configuration not stated) gave HCT-15 22, HT29 1.7*, SW-620 14, A498 -5.5*, HCT-116 26, SNB-75 15, COLO 205 8.4* and KM12 17.
Cc1ccc2c(ccc3c[n+]4c5ccccc5ccc4n32)c1 was read as HCT-15 80, HT29 8.5*, SW-620 7.7*, A498 16, HCC-2998 -35*, HCT-116 7.2*, SNB-75 8.1*, COLO 205 -34* and KM12 -8.6*.
CC1(C)C(O)NC(Cl)=C(C#N)C1(C#N)C#N (configuration not stated) was read as HCT-15 153, HT29 101, SW-620 102, A498 103, HCC-2998 90, HCT-116 101, SNB-75 98, COLO 205 118 and KM12 112.
Screening Nc1cc(Nc2ccccc2)nc(N)n1 returned HCT-15 98, HT29 96, SW-620 112, A498 96, HCC-2998 110, HCT-116 97, SNB-75 95, COLO 205 105 and KM12 105.
`C#CCOc1cccc(Nc2ncnc3c2ncn3C2CCN(C(=O)CCl)C2)c1` (configuration not stated) gave HCT-15 1.6*, HT29 -68*, SW-620 -64*, A498 86, HCC-2998 -23*, HCT-116 1.3*, SNB-75 -3.7*, COLO 205 -72* and KM12 24.
For CC(C)(C)n1cc(-c2ccnc(NCCNS(=O)(=O)c3ccc(C(F)(F)F)cc3)c2)c(-c2cccc(O)c2)n1 the results were HCT-15 12, HT29 12, SW-620 26, A498 55, HCC-2998 -0.3*, HCT-116 30, COLO 205 -34* and KM12 42.
Screening O=C1CCC(Nc2ccc(Cl)cc2Cl)N1c1ccccc1 (configuration not stated) returned HCT-15 106, HT29 109, SW-620 107, A498 111, HCC-2998 108, HCT-116 95, SNB-75 111, COLO 205 126 and KM12 104.
O=C(OCC(COC(=O)c1ccccc1)(COC(=O)c1ccccc1)[N+](=O)[O-])c1ccccc1 was read as HCT-15 106, SW-620 105, HCC-2998 102, HCT-116 98, SNB-75 78, COLO 205 116 and KM12 110.
`Cc1ccc2nc(-c3ccc(C(=O)N/N=C\c4ccc(F)cc4)cc3)[nH]c2c1` gave HCT-15 113, HT29 132, SW-620 110, A498 107, HCC-2998 107, HCT-116 101, SNB-75 98, COLO 205 98 and KM12 101.
`C[C@@H]1N=C(c2ccc(Cl)cc2Cl)Nc2nc3ccccn3c2C1=O` gave HCT-15 35, HT29 7.7*, SW-620 25, A498 61, HCC-2998 75, HCT-116 28, SNB-75 59, COLO 205 22 and KM12 24.
C=CCC(C(=O)OCCN(CC)CC)(c1ccccc1)c1ccccc1 was read as HCT-15 96, HT29 79, SW-620 92, A498 88, HCC-2998 92, HCT-116 92, SNB-75 76, COLO 205 86 and KM12 97.
`COc1cc(-c2nc(SCc3ccc(F)cc3)[nH]c(=O)c2C#N)ccc1OCc1ccccc1` gave HCT-15 98, HT29 111, SW-620 105, HCC-2998 107, HCT-116 110, SNB-75 102, COLO 205 123 and KM12 101.
For Cc1c2c(cn1C)CCc1cn(C)nc1-2 the results were HCT-15 113, HT29 105, SW-620 117, A498 114, HCC-2998 114, HCT-116 95, SNB-75 106 and KM12 111.
`CCCC1(c2ccccc2)NC(=O)NC1=O` (configuration not stated) gave HCT-15 108, HT29 111, SW-620 111, A498 121, HCC-2998 100, HCT-116 99, SNB-75 86, COLO 205 114 and KM12 110.
Screening O=c1[nH]c2ccccc2cc1-c1nnc(Cn2c(COc3ccccc3)nc3ccccc32)o1 returned HCT-15 63, HT29 69, SW-620 89, A498 58, HCC-2998 86, HCT-116 52, SNB-75 59, COLO 205 80 and KM12 76.
`CC1(C)Cc2cc3ccccc3nc2-c2ccccc21` gave HCT-15 97, HT29 92, SW-620 102, A498 91, HCC-2998 117, HCT-116 99, SNB-75 108, COLO 205 110 and KM12 107.
Nc1cc(Nc2ccc(S(N)(=O)=O)cc2)ncn1 was read as HCT-15 101, HT29 104, SW-620 105, A498 106, HCC-2998 103, HCT-116 99, SNB-75 107, COLO 205 105 and KM12 117.
Screening CC(=O)N(C)c1ccc(Nc2ccc(Nc3ccc(N(C)C(C)=O)cc3)c3c2C(=O)c2ccccc2C3=O)cc1 returned HCT-15 80, HT29 69, SW-620 84, A498 110, HCC-2998 90, HCT-116 74, SNB-75 74, COLO 205 71 and KM12 71.
For COc1ccc(C2=NN(C(N)=O)C(c3cn(-c4ccccc4)nc3-c3ccccc3)C2)cc1 (configuration not stated) the results were HCT-15 57, HT29 75, SW-620 83, A498 65, HCC-2998 95, HCT-116 67, SNB-75 81, COLO 205 91 and KM12 73.

Next section; the last 2 above are carried over.
Screening CC(=O)N(C)c1ccc(Nc2ccc(Nc3ccc(N(C)C(C)=O)cc3)c3c2C(=O)c2ccccc2C3=O)cc1 returned HCT-15 80, HT29 69, SW-620 84, A498 110, HCC-2998 90, HCT-116 74, SNB-75 74, COLO 205 71 and KM12 71.
For COc1ccc(C2=NN(C(N)=O)C(c3cn(-c4ccccc4)nc3-c3ccccc3)C2)cc1 (configuration not stated) the results were HCT-15 57, HT29 75, SW-620 83, A498 65, HCC-2998 95, HCT-116 67, SNB-75 81, COLO 205 91 and KM12 73.
Screening O=c1[nH]c2ccccc2cc1-c1nnc(-c2cccnc2)o1 returned HCT-15 106, HT29 107, SW-620 112, A498 95, HCC-2998 101, HCT-116 107, SNB-75 73, COLO 205 104 and KM12 101.
Screening Cc1ccc(C(=O)Nc2ccc(CN3CCN(C)CC3)c(C(F)(F)F)c2)cc1C#Cc1cnc(N)c2ccc(C#N)cc12 returned HCT-15 23, HT29 11, SW-620 46, A498 36, HCC-2998 93, HCT-116 14, SNB-75 51 and KM12 18.
COc1cc([C@@H]2c3cc4c(cc3[C@H](O)[C@H]3COC(=O)[C@@H]23)OCO4)cc(OC)c1OC was read as HCT-15 10&29, HT29 -8.1*, SW-620 4.2*!, A498 -30*, HCC-2998 -61*, HCT-116 -41*!, SNB-75 13&19, COLO 205 -74* and KM12 -3.9*!.
`CC(=O)Nc1cccc(OCc2ccc([N+](=O)[O-])cc2)c1` gave HCT-15 93, HT29 95, SW-620 109, A498 78, HCC-2998 110, HCT-116 110, SNB-75 100, COLO 205 122 and KM12 100.
Screening COc1cc2c(cc1OC)C1=NN(C(=O)Nc3c(C)cccc3C)C(c3ccccc3)C1C2 (configuration not stated) returned HCT-15 94, HT29 95, SW-620 106, A498 101, HCC-2998 107, HCT-116 98, SNB-75 106, COLO 205 119 and KM12 99.
Screening COc1ccc(C2=Nc3c(N)nc(N)nc3NC(c3ccc(Oc4nc(Nc5ccc(F)cc5)nc(N(C)C)n4)c(OC)c3)C2)cc1 (configuration not stated) returned HCT-15 49, HT29 46, SW-620 77, A498 69, HCC-2998 80, HCT-116 44, SNB-75 51, COLO 205 92 and KM12 75.
Screening O=[N+]([O-])c1ccccc1S(=O)NCc1c(Cl)cccc1Cl (configuration not stated) returned HCT-15 101, HT29 108, SW-620 131, A498 116, HCC-2998 109, HCT-116 103, SNB-75 70, COLO 205 114 and KM12 116.
For Nc1nc(-c2cc(-c3cccs3)nc(N)n2)cc(-c2cccs2)n1 the results were HCT-15 101, HT29 106, SW-620 107, A498 120, HCC-2998 118, HCT-116 99, SNB-75 114, COLO 205 109 and KM12 111.
CCCC(C(C)=O)C(C)=O was read as HCT-15 100, HT29 110, SW-620 103, A498 91, HCC-2998 101, HCT-116 101, SNB-75 94, COLO 205 113 and KM12 114.
For c1cc[n+](C2c3ccccc3-c3ccccc32)cc1 the results were HCT-15 107, HT29 72, SW-620 97, A498 96, HCC-2998 95, HCT-116 89, SNB-75 94, COLO 205 76 and KM12 91.
Screening S=c1[nH]c2ccccc2c2ccccc12 returned HCT-15 99, HT29 106, SW-620 104, A498 95, HCC-2998 97, HCT-116 90, SNB-75 103, COLO 205 90 and KM12 113.
For C[C@@H](COc1ccn(-c2ccc(F)cc2)c(=O)c1)Oc1ccccc1 the results were HCT-15 107, HT29 113, SW-620 114, A498 66, HCC-2998 98, HCT-116 101, SNB-75 102, COLO 205 120 and KM12 105.
NC(N)=NCc1ccccc1 was read as HCT-15 110, HT29 111, SW-620 106, A498 89, HCC-2998 102, HCT-116 104, SNB-75 91, COLO 205 97 and KM12 107.
`Cn1c(N)c(C=O)c(=O)n(C)c1=O` gave HCT-15 99, HT29 114, SW-620 120, A498 117, HCC-2998 105, HCT-116 102, SNB-75 123, COLO 205 144 and KM12 114.
CC(C(=O)c1c([O-])on[n+]1-c1ccccc1)n1ccnc1 (configuration not stated) was read as HCT-15 109, HT29 96, SW-620 108, A498 95, HCC-2998 90, HCT-116 98, SNB-75 93, COLO 205 106 and KM12 96.
Screening CCCCOC(=O)CCN1CCN(c2cccc(C)c2)CC1 returned HCT-15 108, HT29 111, SW-620 110, A498 105, HCC-2998 91, HCT-116 110, SNB-75 99, COLO 205 123 and KM12 110.
Screening O=C1CCN(Cc2ccc(Cl)cc2Cl)C(=O)N1 returned HCT-15 106, HT29 107, SW-620 104, A498 106, HCT-116 109, SNB-75 85, COLO 205 106 and KM12 110.
For C[C@@H]1[C@@H]2[C@H]3CC[C@@H]4[C@@]5(C)C/C(=C/c6ccco6)C(=O)C(C)(C)[C@@H]5CC[C@@]4(C)[C@]3(C)CC[C@]23CO[C@]1(C)[C@@H](C(=O)/C=C\c1ccco1)C3 the results were HCT-15 98, HT29 102, SW-620 105, A498 107, HCC-2998 101, HCT-116 92, SNB-75 106, COLO 205 42 and KM12 102.
